# SRC3 inh = inhibits human SRC3 coactivator. HEK293 GAL4-SRC3 luciferase reporter, luminescence. 0.17% of 360,000 active. Q9Y6Q9. inhibition, % at 3.6 µM;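 active means inhibition above a per-campaign cutoff, the mean of all compounds plus 3 SD, cut at about 60% in these data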;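 further: 0% = DMSO-treated cells and 100% = gossypol-treated cells at 36 µM; higher means less SRC3-driven luciferase light from the GAL4 reporter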
# NCOA2 inhibitor = inhibits human steroid receptor coactivator 2; 0.17% of 370,000 active; inhibition, % at 9 µM; Q15596; HEK293 GAL4-SRC2 luciferase reporter, luminescence;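 active means inhibition above the mean inhibition of all tested compounds plus 3 SD, set per campaign, cut at about 52% in these data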;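 further: 0% = DMSO treated cells and 100% = cells given Gossypol at 36 µM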
# KKLEB cytotox = counter-screen for CF NF-kB inhibitors: cytotoxicity; KKLEB CF airway cells viability, ATPlite luminescence, overnight; active compounds read low; cells stimulated with P. aeruginosa culture filtrate; activity change (cytotoxicity), % at 5 µM; 0.36% of 360,000 active; AID 602141;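 active means corrected activity change at or below -50% at 5 µM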
# TWEAK-Fn14 inh = TWEAK-Fn14 signaling inhibition | inhibition, % at 10 µM | AID 1159606 | TWEAK-stimulated Fn14 reporter cells, luciferase luminescence, 8 h | 2% of 360,000 active; in the data active means inhibition above about 50%
# NCOA1 inh = inhibitors of human steroid receptor coactivator 1 (SRC1); HEK293 GAL4-SRC1 luciferase reporter, luminescence; Q15788; inhibition, % at 3.6 µM; 0.12% of 360,000 active; AID 588354;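 active means inhibition above the campaign mean plus 3 SD, with each screening campaign given its own cutoff, cut at about 60% in these data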;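 further: 0% = DMSO treated cells and 100% = gossypol at 36 µM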
# Target sequence (Q15788 whole entry, looked up, the tested form may be a part): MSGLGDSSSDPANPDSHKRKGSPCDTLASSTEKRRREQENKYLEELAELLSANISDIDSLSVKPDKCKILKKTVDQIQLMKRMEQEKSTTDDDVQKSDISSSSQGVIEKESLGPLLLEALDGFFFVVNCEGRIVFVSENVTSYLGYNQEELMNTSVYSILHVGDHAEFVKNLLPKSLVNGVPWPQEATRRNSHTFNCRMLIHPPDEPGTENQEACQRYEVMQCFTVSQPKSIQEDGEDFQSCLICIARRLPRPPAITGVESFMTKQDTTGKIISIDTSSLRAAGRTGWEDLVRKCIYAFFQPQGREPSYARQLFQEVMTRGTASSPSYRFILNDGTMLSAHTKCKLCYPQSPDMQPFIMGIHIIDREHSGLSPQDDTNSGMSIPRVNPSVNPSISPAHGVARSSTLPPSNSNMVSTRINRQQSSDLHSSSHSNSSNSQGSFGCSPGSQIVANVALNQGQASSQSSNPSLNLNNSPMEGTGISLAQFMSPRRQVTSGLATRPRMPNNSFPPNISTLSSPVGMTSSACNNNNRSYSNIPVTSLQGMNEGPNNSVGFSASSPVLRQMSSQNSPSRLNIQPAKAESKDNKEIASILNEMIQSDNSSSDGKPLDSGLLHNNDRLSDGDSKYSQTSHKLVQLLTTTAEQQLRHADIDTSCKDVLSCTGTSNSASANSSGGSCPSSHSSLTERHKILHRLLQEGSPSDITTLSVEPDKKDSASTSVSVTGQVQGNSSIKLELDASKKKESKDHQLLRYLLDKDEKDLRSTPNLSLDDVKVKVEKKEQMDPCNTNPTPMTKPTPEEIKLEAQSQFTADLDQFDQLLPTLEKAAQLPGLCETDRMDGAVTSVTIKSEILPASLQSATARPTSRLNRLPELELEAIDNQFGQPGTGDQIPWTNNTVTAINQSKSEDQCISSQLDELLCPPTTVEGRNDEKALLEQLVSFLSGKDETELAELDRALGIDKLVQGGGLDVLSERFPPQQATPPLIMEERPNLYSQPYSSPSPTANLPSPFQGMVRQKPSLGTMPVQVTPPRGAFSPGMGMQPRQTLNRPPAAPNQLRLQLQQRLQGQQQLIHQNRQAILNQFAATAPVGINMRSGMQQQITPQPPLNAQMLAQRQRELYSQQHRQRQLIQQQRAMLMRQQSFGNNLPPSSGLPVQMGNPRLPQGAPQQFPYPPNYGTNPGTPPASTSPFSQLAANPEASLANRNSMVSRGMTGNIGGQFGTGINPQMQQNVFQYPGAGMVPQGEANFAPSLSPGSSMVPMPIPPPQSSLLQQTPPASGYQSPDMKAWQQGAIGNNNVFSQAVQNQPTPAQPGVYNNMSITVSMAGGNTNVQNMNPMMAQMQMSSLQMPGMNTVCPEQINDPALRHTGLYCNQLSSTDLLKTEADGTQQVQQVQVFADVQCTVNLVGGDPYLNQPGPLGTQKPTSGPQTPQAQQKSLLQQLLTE
# EBV LMP1 NFkB = inhibitors of Epstein-Barr LMP1-induced NF-kappaB reporter | 0.69% of 350,000 active | inhibition, % at 12.5 µM | AID 504558 | LMP1-induced NF-kappaB luciferase reporter cells, luminescence; in the data active means inhibition above about 41%;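 further: 0% = neutral control wells and 100% = reference inhibitor control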
# C8 TRAIL sens = sensitizes caspase-8 expressing cells to TRAIL; NB7+C8 cells + TRAIL, ATPlite viability luminescence; inhibition (viability loss, TRAIL sensitization), % at 10 µM; 1% of 360,000 active; AID 624354;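 active means compounds causing at least 50% loss of cell viability in the single-dose screen, relative to plate controls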
# CF NFkB inh = cystic fibrosis NF-kB activation inhibition. KKLEB NF-kB-GFP reporter, PAF-induced, GFP fluorescence overnight. inhibition, % at 5 µM. 0.86% of 360,000 active. AID 588850;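 active means at least 50% inhibition at 5 µM, scaled per plate between neutral and stimulator controls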;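 further: PAF is a Pseudomonas aeruginosa culture filtrate used as stimulus; plate controls were PAF-stimulated DMSO wells for no effect and unstimulated DMSO wells for full effect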
# NR2F2 inh = NR2F2 (human) inhibition, primary screen; HEK293T NGFI-A luciferase reporter, luminescence; inhibition, % at 8.6 µM; 0.7% of 370,000 active;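 active means inhibition above a per-plate cutoff, mean inhibition of test wells between control levels plus 3 SD, cut at about 38% in these data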;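 further: cells cotransfected with COUP-TFII expression vector driving the NGFI-A reporter; 0% = median of COUP-TF2 test wells and 100% = reporter-only cells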
# LRH-1 inv ag = inverse agonists of human LRH-1 (NR5A2). O00482. HEK293T StAR-luciferase reporter, LRH-1 transfected, 24 h. inhibition, % at 3.6 µM. 0.13% of 360,000 active;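 active means inhibition above the mean inhibition of all tested compounds plus 3 SD, cut at about 73% in these data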;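 further: 0% = DMSO wells and 100% = reporter-only cells lacking LRH-1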
# TROY signal inh = blocks TROY-dependent signaling in reporter cells | AID 1347056 | Q293 LMP1-TROYcd NF-kB luciferase reporter, 4 h | inhibition, % at 10 µM | 0.98% of 360,000 active;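 active means compounds whose plate-normalised and pattern-corrected inhibition of the luciferase reporter signal at the single screening dose is 50% or more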
# Starred values were filed as active, the others as inactive; nt = not tested or not shown.
molecule,SRC3 inh,NCOA2 inhibitor,KKLEB cytotox,TWEAK-Fn14 inh,NCOA1 inh,EBV LMP1 NFkB,C8 TRAIL sens,CF NFkB inh,NR2F2 inh,LRH-1 inv ag,TROY signal inh
CN(C(=O)COC(=O)c1ccc(Cl)c(S(=O)(=O)N2CCCCC2)c1)C1(C#N)CCCCC1,15,1,-21,8,-7,1,0,4,11,-16,26
CC(=O)N/C(N)=N/c1nc2cc([N+](=O)[O-])ccc2o1,-38,-32,-10,-6,-64,-9,-37,8,-28,-50,-51
Cc1cc(NC(=O)CSc2ncnc3sccc23)no1,15,6,10,-3,0,-1,-3,-17,9,3,17
O=C1CC(c2ccco2)CC(O)=C1C=NCCN1CCNCC1 (configuration not stated),14,12,3,6,1,-2,7,-6,9,-1,8
C#CCOCCOCCOCCNc1nc(N2CCOCC2)nc(N2CCN(C(=O)[C@H](CC(N)=O)n3cc([C@@H](N)C(C)C)nn3)CC2)n1,-23,2,1,10,-3,0,3,2,-8,0,1
COc1ccc(CCN(C(=S)Nc2ccccc2)C2CC(=O)N(c3ccccc3)C2=O)cc1 (configuration not stated),2,-17,1,9,-5,0,6,-7,-10,-4,2
Oc1ccccc1CNn1cnnc1,2,-11,-4,-6,8,-7,3,2,-7,-1,-9
CCNS(=O)(=O)c1ccc(CCC(=O)NCCc2ccc(OC)cc2)cc1,11,-1,7,1,-9,3,2,-8,10,-12,-8
Cc1ccc(Cl)cc1NS(=O)(=O)c1ccccc1,-57,22,6,-3,18,4,-14,10,4,-22,-11
COc1cc(C(=O)NCC(=O)N2CCN(S(=O)(=O)c3ccccc3C(F)(F)F)CC2)cc(OC)c1OC,15,2,-4,-16,-8,0,5,-13,-4,-6,2
O=C1/C(=C/c2ccco2)SC(=S)N1CC1CCCO1 (configuration not stated),-18,-6,3,7,-15,7,7,6,-15,-4,-9
CSc1ccc(CN2CCC2(C)C(=O)Nc2ccc(C)c(O)c2)cc1 (configuration not stated),-9,2,2,8,11,nt,2,0,12,2,16
CCOC(=O)CNC(=O)CSc1nc(Cc2ccccc2)nc2ccccc12,-13,9,-20,4,-3,-6,3,14,13,11,7
CCN1C(=O)C(CC(=O)Nc2ccc(OC)cc2)N(CCc2ccccc2F)C1=S (configuration not stated),17,-10,8,21,-1,-8,-1,4,6,-6,22
Cc1ccc(C(=O)Nc2ccc3c(c2)OCO3)o1,-120,-54,-2,14,-119,-10,19,15,-14,-57,-31
c1ccc(-c2nc3nonc3nc2-c2ccccc2)cc1,2,-14,-17,20,3,7,8,72*,-10,3,-6
COc1ccccc1OCC(=O)N(Cc1nc(-c2ccccc2)no1)C1CCCCC1,0,0,-2,1,5,-7,7,-4,2,8,-18
O=C(N/N=C\c1cc(Br)cs1)C1COc2ccccc2O1 (configuration not stated),-1,-3,-4,11,-4,6,18,7,2,6,-17
CCOC(=O)c1ccc2c(c1)nc(C)n2CC,-61,-41,-29,-25,-63,-9,8,3,-49,-70,-44
CC(=O)c1ccc(NC(=O)Nc2ccc3c(c2)N(C)C(=O)CS3)cc1,21,12,-34,72*,19,3,22,72*,7,27,32
COc1ccccc1C(=O)N1CCN(S(=O)(=O)c2ccccc2)CC1,16,-22,-16,-11,10,-1,3,11,7,5,14
Cc1ccc(NC(=O)CN(C)C(=O)c2ccc(NS(=O)(=O)c3ccc4[nH]c(=O)[nH]c4c3)cc2)cc1,-2,-11,4,-4,-18,-10,-9,-27,-5,-18,-8
COC(=O)c1ccc(C(=O)NC2CC(C)(C)Cc3c2cnn3-c2ccc(F)cc2)nc1 (configuration not stated),-17,-11,-17,-6,-3,15,36,5,-5,-18,-3
COC(=O)C1CCN(C(=O)COC(=O)c2ccc(OC)c(S(=O)(=O)N3CCCc4ccccc43)c2)CC1,4,16,8,51*,-5,0,-6,-3,-3,6,34
CC(C)NC(=O)CCN1C(=O)c2ccccc2Sc2ncccc21,4,-14,-19,2,13,3,-10,-11,-2,5,-8
O=P(OC1CCCCC1)(OC1CCCCC1)C(O)c1ccccc1 (configuration not stated),20,-22,-4,-9,7,2,-4,10,-5,9,-10
COc1ccc(OCC(=O)NCCNC(=O)c2ccccn2)cc1,-3,10,-1,6,-27,2,-1,-4,-6,-24,10
CCCN(C(=O)c1cc(Cl)nc2ccccc12)c1c(N)n(Cc2ccccc2)c(=O)[nH]c1=O,-13,-14,-3,3,-7,3,16,16,13,-16,-6
Cn1cc(C(=O)c2ccc(Cl)cc2Cl)cc1C(=O)N/N=C(\N)COc1ccc(F)cc1,-5,-17,-9,22,0,3,25,15,0,15,9
Cc1ccc(C2CC2c2n[nH]c(=S)n2-c2cccc(C)c2)cc1 (configuration not stated),17,9,-8,-3,5,-3,15,19,13,3,3
Cc1ccnc(SCc2cc(=O)c(OC(=O)c3cccs3)co2)n1,7,14,-10,-31,10,-4,-11,18,7,0,-25
Cc1ccc(NC(=O)C2=C(O)CCn3c2nc2ccccc23)cc1,-27,-13,12,8,-13,-23,8,-37,-28,7,-3
Cc1ccc(C(=O)Nc2ccc(OCc3ccccc3)cc2)s1,-54,-5,3,-18,-34,-24,17,5,-19,-10,-39
CCC(=O)Nc1cc2[nH]c(=O)cc(C)c2cc1C,4,-7,-12,1,0,0,-3,0,2,-6,-4
O=C(Nc1ccc(Cl)c(Cl)c1)N1CCSCC1,-13,-16,0,-18,-28,-14,7,11,-17,-7,-19
COc1ccc(Cc2c(-c3ccco3)nc3ccc(Cl)cn23)c(C)c1,7,16,-3,30,6,nt,-19,39,-20,0,-2
O=C(/C=C/c1ccc(Cl)cc1)N(Cc1cccs1)C1CCS(=O)(=O)C1 (configuration not stated),17,-4,-7,7,9,-2,-13,0,8,-14,13
CCC(C)(C)NC(=O)C(c1ccccc1)N(C(=O)c1csnn1)C1CC1 (configuration not stated),11,-10,-23,-6,2,3,8,-15,-6,14,-11
COc1ccc(CNC(=O)C2CCCN2)cc1OC (configuration not stated),-2,-9,4,7,-27,4,-4,-9,9,4,12
Cc1ccc2cccc(SCC(=O)N3CCOCC3)c2n1,18,2,0,-30,-12,-22,-2,-2,1,7,-2
O=C(Cn1c(=O)oc2ccccc21)Nc1ccc(F)c(F)c1,-4,4,5,8,13,3,7,-12,3,11,-36
CSc1ccccc1NC(=O)c1cnccn1,3,-7,-1,4,1,-5,-7,1,-12,14,6
Cc1cc(Cl)ccc1OCCCC(=O)NN,-4,2,13,18,-8,-8,0,-17,5,10,3
CC1(c2nnc(Cc3ccccc3)o2)CC(c2ccc(Br)cc2)=NO1 (configuration not stated),-27,-11,2,-1,3,-10,-2,-6,2,7,-5
COc1cccc(N2CCN(C(=O)CCSCc3ccccc3F)CC2)c1,22,-9,5,13,-16,-1,21,22,-1,5,0
O=C(O)c1cc(S(=O)(=O)NCc2ccco2)c(Cl)cc1Cl,13,-4,5,7,12,2,-9,15,5,-6,7
O=C(Nc1ccccc1C(=O)N1CCOCC1)c1cccnc1,3,7,-3,15,14,-10,10,12,12,2,10
CC1CN(C(=O)C(C)N2CCN(c3cccc(Cl)c3)CC2)CC(C)O1 (configuration not stated),8,-15,3,16,-8,4,1,-1,-4,-14,5
CC(C)CCOP(=O)(c1ccc(N(C)C)cc1)C(O)c1ccc(N(C)C)cc1 (configuration not stated),1,-13,-3,4,9,8,-1,0,-2,8,-25
CCOC(=O)N1CCN(C(=O)c2oc3ccc(S(=O)(=O)N(CC)CC)cc3c2C)CC1,5,-7,10,12,10,6,-4,-5,12,14,-3
COc1cccc(CNS(=O)(=O)c2cc3c(cc2Cl)NC(=O)CO3)c1,1,5,-5,6,0,7,-19,14,9,-3,-8
O=C1CC(Cc2ccccc2)C(=O)N1c1ccc(Cl)cn1 (configuration not stated),0,-25,3,-5,-2,-8,-1,0,-6,-3,15
O=C(NC1CCCC1)C1CCC(=O)N1C1CCCC1 (configuration not stated),-6,-10,0,14,-21,1,-8,-8,-4,6,8
O=C(NCC(c1ccco1)N1CCOCC1)c1ccc(F)cc1 (configuration not stated),-3,-24,0,5,-16,0,9,-4,0,-14,12
NC(=O)c1ccc(Cc2ncc(C(F)(F)F)cc2Cl)s1,15,-11,-4,-10,10,2,-18,8,10,15,-12
COc1ccc(OC)c(NC(=O)c2ccc(NS(C)(=O)=O)cc2)c1,-5,-21,14,-14,7,-2,-2,11,13,-13,0
O=C(NCCCN1CCCCCC1)C1CCCN(S(=O)(=O)c2cccc3nsnc23)C1 (configuration not stated),6,-12,13,-1,-7,2,6,-13,3,0,19
COC(=O)C1CCC(=O)N1C(c1ccc(OC)cc1)c1cc(OC)c(OC)c(OC)c1 (configuration not stated),21,3,-20,13,0,-5,1,52*,-74,27,4
CSc1ccc(S(=O)(=O)N2c3ccccc3CC2C)cc1 (configuration not stated),-5,-31,-11,27,-33,-16,27,10,7,7,-1
O=C(COC(=O)c1cc(S(=O)(=O)N2CCOCC2)ccc1Cl)NC1CCCCC1,0,-2,15,-23,10,-6,8,-62,-7,-4,5

# An excerpt from above in order of length of the SMILES, ascending:
molecule,SRC3 inh,NCOA2 inhibitor,KKLEB cytotox,TWEAK-Fn14 inh,NCOA1 inh,EBV LMP1 NFkB,C8 TRAIL sens,CF NFkB inh,NR2F2 inh,LRH-1 inv ag,TROY signal inh
c1ccc(-c2nc3nonc3nc2-c2ccccc2)cc1,2,-14,-17,20,3,7,8,72*,-10,3,-6
Cc1ccnc(SCc2cc(=O)c(OC(=O)c3cccs3)co2)n1,7,14,-10,-31,10,-4,-11,18,7,0,-25
Cc1ccc(NC(=O)CN(C)C(=O)c2ccc(NS(=O)(=O)c3ccc4[nH]c(=O)[nH]c4c3)cc2)cc1,-2,-11,4,-4,-18,-10,-9,-27,-5,-18,-8

# Further entries:
molecule,SRC3 inh,NCOA2 inhibitor,KKLEB cytotox,TWEAK-Fn14 inh,NCOA1 inh,EBV LMP1 NFkB,C8 TRAIL sens,CF NFkB inh,NR2F2 inh,LRH-1 inv ag,TROY signal inh
Cc1ccc(C)c(NC(=O)C2CCCN(S(=O)(=O)c3c(C)noc3/C=C/N(C)C)C2)c1 (configuration not stated),16,23,5,4,-3,-2,10,24,5,7,0
COC(=O)CNS(=O)(=O)c1ccc(OC)cc1,-6,nt,-10,-8,5,3,-1,0,nt,-1,3
COc1ccc(CCNC(=O)C2CCCN(Cc3nc(-c4ccccc4C)oc3C)C2)cc1OC (configuration not stated),15,-15,3,-4,-2,-2,5,4,8,15,2
COc1ccc(-n2ccc(=O)c(C(=O)O)n2)c(OC)c1,7,5,-17,14,-3,-9,-11,8,8,-6,10
O=c1cc(O)n(-c2ccc(Cl)cc2)c(=S)[nH]1,4,13,8,17,-2,-1,21,-13,-3,14,-2
S=C(NCc1ccco1)Nc1ccc(Oc2ccccc2)cc1,1,-6,12,-12,-15,-3,0,-31,-2,-13,-47
CC1CCCN(c2ncnc3c2cnn3-c2ccc(Cl)cc2)C1 (configuration not stated),88*,83*,-64*,104*,87*,60*,87*,-60,100*,92*,89*
N#CC1=C(N)c2ccccc2CC12CCCCC2,2,4,-6,11,4,-4,3,7,6,-1,-2
